SENP7 inh – SENP7 protease inhibitors, primary screen, biochemical, luminescence, uHTS. Sentrin-specific protease 7 (Homo sapiens), Q9BQF6. recombinant SENP7, Z-RLRGG-aminoluciferin luminescence, 40 min. inhibition, % at 5 µM. hit rate 1.5% among 330,000. AID 434973, 2010;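 active = inhibition above about 50% at the single test dose, limit read from the data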;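 also: plate controls were DMSO with enzyme for no effect and no enzyme buffer wells for full effect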
SENP6 inh – SENP6 protease inhibitors, primary screen, biochemical, luminescence, uHTS; inhibition, % at 10 µM; hit rate 1.8% among 330,000; Recombinant SENP6 catalytic domain, aminoluciferin luminescence; AID 2599, 2010;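 active = inhibition above about 50% at the single tested dose, limit read from the data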;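 also: plate controls were DMSO wells with enzyme for no effect and DMSO wells lacking enzyme for full effect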
HKDC1 inhibitor – HKDC1 hexokinase inhibitors, primary screen, biochemical, fluorescence, uHTS; Q2TB90; AID 493160, 2011; recombinant HKDC1, G6PDH/diaphorase resazurin coupled fluorescence; hit rate 0.16% among 340,000; inhibition, % at 20 µM;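 active = inhibition above about 35% when tested at 20 µM, limit read from the data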;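 also: plate controls were DMSO wells with enzyme for no effect and DMSO wells lacking enzyme for full effect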
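Assay system: in-house recombinant HK5 (HKDC1) enzyme. Input: HKDC1 at 5 µg/mL. Medium: Tris pH 8.0 buffer with MgCl2, Tween-20, BSA, BME. Dosing: single 20 µM dose. Schedule: 90 min reaction incubation at room temperature, dark. Signal: resazurin-to-resorufin fluorescence via G6PDH and diaphorase coupling, 525/613 nm. Controls: DMSO-enzyme wells negative, buffer-substituted wells positive.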
NLRP3 yeast inh – NALP3 inflammasome inhibitors in reconstituted yeast, primary screen, luminescence, uHTS | hit rate 0.39% among 330,000 | inhibition, % at 10 µM | AID 2825, 2010 | Yeast reconstituted NLRP3/ASC/caspase-1, beta-gal luminescence, 24 h;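 active = inhibition of 50% or more; inactive = inhibition below 50%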;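 also: plate controls were induced DMSO wells for no effect and uninduced yeast grown without galactose for full effect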
Apaf1 inhib – inhibitors of human Apaf-1 apoptosome, primary screen, biochemical, DEVD-Rh110 fluorescence, uHTS | Apoptotic protease-activating factor 1 (Homo sapiens), O14727 | reconstituted apoptosome caspase-3 activity | inhibition, % at 20 µM | hit rate 0.71% among 330,000 | AID 489030, 2010; active = inhibition of at least 40% at 20 µM;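 also: plate controls were DMSO wells for no effect and DEVD-CHO caspase inhibitor wells for full effect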
Target sequence (O14727 whole entry, looked up): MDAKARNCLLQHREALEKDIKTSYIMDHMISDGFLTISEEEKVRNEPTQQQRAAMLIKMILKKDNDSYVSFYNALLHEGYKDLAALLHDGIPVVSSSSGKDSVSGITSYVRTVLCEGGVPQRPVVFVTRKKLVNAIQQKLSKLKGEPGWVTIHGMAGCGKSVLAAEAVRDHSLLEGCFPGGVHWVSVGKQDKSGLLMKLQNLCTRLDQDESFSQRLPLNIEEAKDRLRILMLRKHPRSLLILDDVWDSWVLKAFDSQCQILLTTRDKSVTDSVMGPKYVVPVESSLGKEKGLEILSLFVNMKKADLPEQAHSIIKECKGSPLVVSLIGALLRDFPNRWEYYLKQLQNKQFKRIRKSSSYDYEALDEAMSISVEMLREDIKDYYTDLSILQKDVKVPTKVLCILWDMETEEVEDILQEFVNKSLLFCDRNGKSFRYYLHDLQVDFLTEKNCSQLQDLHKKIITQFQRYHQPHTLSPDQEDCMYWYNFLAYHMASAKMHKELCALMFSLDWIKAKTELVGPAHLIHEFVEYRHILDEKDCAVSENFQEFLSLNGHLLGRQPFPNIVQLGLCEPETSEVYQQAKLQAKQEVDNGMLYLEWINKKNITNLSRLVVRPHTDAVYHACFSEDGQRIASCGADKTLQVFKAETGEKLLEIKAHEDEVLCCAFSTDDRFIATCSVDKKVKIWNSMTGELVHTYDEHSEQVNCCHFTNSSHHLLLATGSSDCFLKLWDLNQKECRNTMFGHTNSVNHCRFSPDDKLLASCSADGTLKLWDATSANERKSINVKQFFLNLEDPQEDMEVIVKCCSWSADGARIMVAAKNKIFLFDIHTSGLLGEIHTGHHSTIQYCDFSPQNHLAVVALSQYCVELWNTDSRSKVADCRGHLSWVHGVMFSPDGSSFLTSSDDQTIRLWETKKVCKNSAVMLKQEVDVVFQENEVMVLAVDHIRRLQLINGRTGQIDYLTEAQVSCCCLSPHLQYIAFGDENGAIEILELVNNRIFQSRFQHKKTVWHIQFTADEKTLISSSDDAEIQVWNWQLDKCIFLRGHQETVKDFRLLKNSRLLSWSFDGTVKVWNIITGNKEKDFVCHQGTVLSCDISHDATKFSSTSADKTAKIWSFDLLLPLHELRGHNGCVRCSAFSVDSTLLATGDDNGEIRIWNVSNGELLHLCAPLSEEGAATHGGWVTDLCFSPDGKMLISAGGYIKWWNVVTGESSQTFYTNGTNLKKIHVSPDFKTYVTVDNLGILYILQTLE
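System: Apoptosome proteins | Medium: Hepes pH 7.5 with detergent and BSA | Also added: Cytochrome c trigger plus (Z-DEVD)2-Rh110 caspase-3 substrate | Incubation: 30 min compound preincubation, 50 min activation, room temperature | Detection: Rhodamine 110 fluorescence at Ex 480/Em 540 nm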
SENP8 block-1 – SENP8 protease inhibitors, primary screen, biochemical, luminescence; purified SENP8, Z-RLRGG-aminoluciferin cleavage; inhibition, % at 10 µM; hit rate 1.2% among 330,000; AID 2540, 2010; in the data active = inhibition above about 50%
SENP1 inh – human SENP1 catalytic domain inhibitors, primary screen, biochemical, FRET, uHTS; AID 624204, 2012; recombinant SENP1 catalytic domain, CyPet-SUMO1-YPet FRET cleavage; inhibition, % at 10 µM; Sentrin-specific protease 1 (Homo sapiens), Q9P0U3; hit rate 0.21% among 360,000;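 active = inhibition at least 30% at 10 µM, raw YFP signal under a set limit, fluorescence ratio 0.5 to 1.5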;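 also: 0% = enzyme with DMSO and 100% = no enzyme wells; some results filed as inactive read as strong as hits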
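Test system: hSENP1 catalytic domain, recombinant; Amount: 20 pM final SENP1 enzyme; Medium: Tris pH 8 buffer plus EDTA, NaCl, BME, BSA, NP40, catalase; Schedule: 50 min enzyme reaction, room temperature, light-protected; Technique: FRET fluorescence in CFP and YFP emission channels; Controls: no-enzyme wells low, DMSO-plus-enzyme wells high control.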
SENP8 block-2 – human SENP8 protease inhibitors, primary screen, biochemical, fluorescence, Nedd8 protein substrate, uHTS. recombinant SENP8. AID 602440, 2012. inhibition, % at 20 µM. hit rate 0.64% among 360,000. Sentrin-specific protease 8 (Homo sapiens), Q96LD8; in the data active = inhibition mostly above about 40%, no sharp cut-off; inactive = mostly below about 27%
PfG6PD inh – PfG6PD enzyme inhibitors, primary screen, biochemical, fluorescence intensity, uHTS | PfGluPho enzyme, NADPH resazurin-diaphorase fluorescence | inhibition, % at 20 µM | hit rate 0.78% among 350,000;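 active = inhibition reaching at least a set limit at 20 µM in the primary screen, cut at about 59% in these data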;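 also: 0% = DMSO wells with substrate and 100% = DMSO wells lacking glucose-6-phosphate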
* = called active by the depositor.

Results for Cc1cc(=O)[nH]c(N/N=C/c2ccccc2C(F)(F)F)n1 ?
SENP7 inh: 5; SENP6 inh: -10; HKDC1 inhibitor: 0; NLRP3 yeast inh: 10; Apaf1 inhib: -3; SENP8 block-1: 2; SENP1 inh: 3; SENP8 block-2: -53; PfG6PD inh: 6

How did Nc1cc(C(=O)O)c(Oc2ccc(Cl)cc2Cl)cc1C(=O)O do in these assays?
SENP7 inh: -2; SENP6 inh: 9; HKDC1 inhibitor: 16; NLRP3 yeast inh: 9; Apaf1 inhib: 0; SENP8 block-1: 2; SENP1 inh: -3; SENP8 block-2: -410; PfG6PD inh: 0

How did Cn1c(=O)c2c(ncn2CC(=O)N2CCN(S(=O)(=O)c3ccccc3)CC2)n(C)c1=O do in these assays?
SENP7 inh: 4; SENP6 inh: -9; HKDC1 inhibitor: -8; NLRP3 yeast inh: -4; Apaf1 inhib: -8; SENP8 block-1: -7; SENP1 inh: 1; SENP8 block-2: 24; PfG6PD inh: -1

Results for COc1ccccc1N1CCN(C(CNS(=O)(=O)c2ccc(C)cc2)c2cccnc2)CC1 (stereo unspecified) ?
SENP7 inh: 6; SENP6 inh: -14; HKDC1 inhibitor: -8; NLRP3 yeast inh: 19; Apaf1 inhib: 6; SENP8 block-1: 8; SENP1 inh: 0; SENP8 block-2: 13; PfG6PD inh: 10

How did CCCCSc1ncnc2c1ncn2C1CCCCO1 (stereo unspecified) do in these assays?
HKDC1 inhibitor: -3; SENP1 inh: -4; SENP8 block-2: 6; PfG6PD inh: 3

What do the screens show for `O=C(CSc1nnc2scc(-c3ccccc3)n12)N1CCN(Cc2ccccc2)CC1`?
SENP7 inh: -12; SENP6 inh: -27; HKDC1 inhibitor: -3; NLRP3 yeast inh: -13; Apaf1 inhib: 3; SENP8 block-1: -6; SENP1 inh: 1; SENP8 block-2: 6; PfG6PD inh: -7

How did COc1cccc(/C=C/C(=O)NCc2ccc(S(N)(=O)=O)cc2)c1 do in these assays?
SENP7 inh: 3; SENP6 inh: 0; HKDC1 inhibitor: -1; NLRP3 yeast inh: -1; Apaf1 inhib: -23; SENP8 block-1: 2; SENP1 inh: -2; SENP8 block-2: -78; PfG6PD inh: -1

How did CCOc1ccc2nc(NC(=O)Cc3cccs3)sc2c1 do in these assays?
SENP7 inh: 47; SENP6 inh: 64*; HKDC1 inhibitor: 6; NLRP3 yeast inh: 35; Apaf1 inhib: 12; SENP8 block-1: 26; SENP1 inh: 1; SENP8 block-2: 0; PfG6PD inh: 10

How did O=S(CCc1ccncc1)Cc1ccccc1 (stereo unspecified) do in these assays?
SENP7 inh: 4; SENP6 inh: 4; HKDC1 inhibitor: -4; NLRP3 yeast inh: -9; Apaf1 inhib: 6; SENP8 block-1: 4; SENP1 inh: 3; SENP8 block-2: 16; PfG6PD inh: -8

What do the screens show for `O=C(C1CCC(CNS(=O)(=O)c2cccc3cccnc23)CC1)N1CCCC1` (stereo unspecified)?
SENP7 inh: 0; SENP6 inh: 15; HKDC1 inhibitor: 1; NLRP3 yeast inh: 9; Apaf1 inhib: -11; SENP8 block-1: -3; SENP1 inh: 5; SENP8 block-2: 3; PfG6PD inh: -2

Results for O=C(COc1ccccc1)N1CCN=C1c1ccccc1 ?
SENP7 inh: 10; SENP6 inh: 0; HKDC1 inhibitor: -1; NLRP3 yeast inh: 15; Apaf1 inhib: 0; SENP8 block-1: -5; SENP1 inh: -1; SENP8 block-2: 9; PfG6PD inh: -7

What do the screens show for `COc1ccc(C2CC(c3ccc(OC)cc3O)=NN2C(=O)c2ccccc2)cc1` (stereo unspecified)?
SENP7 inh: 11; SENP6 inh: 17; HKDC1 inhibitor: 3; NLRP3 yeast inh: 12; Apaf1 inhib: 23; SENP8 block-1: 1; SENP1 inh: 1; SENP8 block-2: 17; PfG6PD inh: 9

How did O=C(Cc1cc(=O)[nH][nH]1)N/N=C/c1c(F)cccc1Cl do in these assays?
SENP7 inh: 3; SENP6 inh: 9; HKDC1 inhibitor: -8; NLRP3 yeast inh: 2; Apaf1 inhib: 25; SENP8 block-1: 2; SENP1 inh: -1; SENP8 block-2: 18; PfG6PD inh: 21

How did Cc1ccc2nc(Br)c3c(c2c1)OC(CBr)C3 (stereo unspecified) do in these assays?
SENP7 inh: -1; SENP6 inh: -13; HKDC1 inhibitor: -4; NLRP3 yeast inh: -42; Apaf1 inhib: 18; SENP8 block-1: 9; SENP1 inh: -2; SENP8 block-2: 1; PfG6PD inh: 12

How did COc1ccc(-c2cc(C(=O)n3cnc4ccccc43)c3ccccc3n2)cc1 do in these assays?
SENP7 inh: -10; SENP6 inh: -11; HKDC1 inhibitor: 8; NLRP3 yeast inh: 7; Apaf1 inhib: 13; SENP8 block-1: -11; SENP1 inh: 1; SENP8 block-2: -431; PfG6PD inh: 19

What do the screens show for `CC1CCCC(N2CCN(C(=O)c3ccc([N+](=O)[O-])cc3)CC2)C1` (stereo unspecified)?
SENP7 inh: -3; SENP6 inh: -6; HKDC1 inhibitor: 3; NLRP3 yeast inh: 21; Apaf1 inhib: -8; SENP8 block-1: -1; SENP1 inh: 1; SENP8 block-2: 10; PfG6PD inh: 3

Results for N#Cc1ccc(C(=O)Nc2ccc3ccccc3c2)cc1 ?
SENP7 inh: 72*; SENP6 inh: 29; HKDC1 inhibitor: 1; NLRP3 yeast inh: 12; Apaf1 inhib: 9; SENP8 block-1: 22; SENP1 inh: -2; SENP8 block-2: -8; PfG6PD inh: 4

How did Cc1cc(O)c(/C=N/Nc2ccc(Cl)cc2)c(=O)o1 do in these assays?
SENP7 inh: 56*; SENP6 inh: 85*; HKDC1 inhibitor: 0; NLRP3 yeast inh: 24; Apaf1 inhib: 11; SENP8 block-1: 80*; SENP1 inh: -10; SENP8 block-2: -101; PfG6PD inh: -29

Results for CC(C)(C)n1nc2c(c1NC(=O)COc1ccccc1F)CS(=O)(=O)C2 ?
SENP7 inh: -16; SENP6 inh: -11; HKDC1 inhibitor: 1; NLRP3 yeast inh: -1; Apaf1 inhib: 6; SENP8 block-1: -5; SENP1 inh: 1; SENP8 block-2: 9; PfG6PD inh: -2

Results for CN(CCCNC(=O)C1CCN(S(=O)(=O)N2CCC3(CC2)OCCO3)CC1)Cc1ccccc1 ?
SENP7 inh: -2; SENP6 inh: -2; HKDC1 inhibitor: -10; NLRP3 yeast inh: -6; Apaf1 inhib: -2; SENP8 block-1: -2; SENP1 inh: 2; SENP8 block-2: 5; PfG6PD inh: 5

How did CCN(c1ccccc1)S(=O)(=O)c1ccc(Cl)c(NC(=O)CSc2ncn[nH]2)c1 do in these assays?
SENP7 inh: 1; SENP6 inh: -3; HKDC1 inhibitor: -7; NLRP3 yeast inh: 4; Apaf1 inhib: 1; SENP8 block-1: -6; SENP1 inh: 2; SENP8 block-2: 13; PfG6PD inh: -18

Results for O=C(CCC(=O)Nc1ccc(F)cc1)N/N=C/c1cccs1 ?
SENP7 inh: -3; SENP6 inh: 3; HKDC1 inhibitor: -3; NLRP3 yeast inh: 15; Apaf1 inhib: -7; SENP8 block-1: 2; SENP1 inh: -1; SENP8 block-2: 2; PfG6PD inh: 0

Results for CS(=O)(=O)N(CC(=O)N/N=C/c1cccs1)c1cccc(Cl)c1Cl ?
SENP7 inh: -12; SENP6 inh: -13; HKDC1 inhibitor: 0; NLRP3 yeast inh: 5; Apaf1 inhib: 9; SENP8 block-1: -13; SENP1 inh: -3; SENP8 block-2: 20; PfG6PD inh: 65*

Results for O=C(NCC1CCCO1)c1cccc(NC(=O)c2cccs2)c1 (stereo unspecified) ?
SENP7 inh: -4; SENP6 inh: -21; HKDC1 inhibitor: -6; NLRP3 yeast inh: -6; Apaf1 inhib: -8; SENP8 block-1: 3; SENP1 inh: 0; SENP8 block-2: -44; PfG6PD inh: 2

How did CCS(=O)(=O)N1CCC(C(=O)NC2CCCCC2)CC1 do in these assays?
SENP7 inh: -9; SENP6 inh: -2; HKDC1 inhibitor: -7; NLRP3 yeast inh: 10; Apaf1 inhib: -9; SENP8 block-1: -4; SENP1 inh: 4; SENP8 block-2: 5; PfG6PD inh: -4

What do the screens show for `O=C(N/N=C/C(Cl)=C/c1ccc([N+](=O)[O-])cc1)C(=O)Nc1ccccc1C(=O)O`?
SENP7 inh: 10; SENP6 inh: -10; HKDC1 inhibitor: 17; NLRP3 yeast inh: 7; Apaf1 inhib: 10; SENP8 block-1: 0; SENP1 inh: 6; SENP8 block-2: 14; PfG6PD inh: -2

Results for CC(=O)c1ccc(NC(=O)Nc2ccc(NS(=O)(=O)c3ccc(C)cc3)cc2)cc1 ?
SENP7 inh: 3; SENP6 inh: -3; HKDC1 inhibitor: -2; NLRP3 yeast inh: 6; Apaf1 inhib: 10; SENP8 block-1: 6; SENP1 inh: 2; SENP8 block-2: 12; PfG6PD inh: 4

How did CCn1ncc(C(=O)Nc2ccccc2C)c1C do in these assays?
SENP7 inh: 1; SENP6 inh: 17; HKDC1 inhibitor: -7; NLRP3 yeast inh: -5; Apaf1 inhib: -2; SENP8 block-1: 2; SENP1 inh: 3; SENP8 block-2: 16; PfG6PD inh: -7

Results for O=C/C(=C\Nc1ccc(Br)cc1)c1nc2ccccc2o1 ?
SENP7 inh: -9; SENP6 inh: -9; HKDC1 inhibitor: -10; NLRP3 yeast inh: 32; Apaf1 inhib: 15; SENP8 block-1: -8; SENP1 inh: -15; SENP8 block-2: 2; PfG6PD inh: 14

How did COc1cc(/C=N/n2nnnc2N)ccc1OCc1c(C)no[n+]1[O-] do in these assays?
SENP7 inh: -2; SENP6 inh: 3; HKDC1 inhibitor: 0; NLRP3 yeast inh: 1; Apaf1 inhib: -7; SENP8 block-1: 3; SENP1 inh: -2; SENP8 block-2: -42; PfG6PD inh: -3

Three structures already listed, arranged by length of the SMILES, falling.
Results for CC(=O)c1ccc(NC(=O)Nc2ccc(NS(=O)(=O)c3ccc(C)cc3)cc2)cc1 ?
SENP7 inh: 3; SENP6 inh: -3; HKDC1 inhibitor: -2; NLRP3 yeast inh: 6; Apaf1 inhib: 10; SENP8 block-1: 6; SENP1 inh: 2; SENP8 block-2: 12; PfG6PD inh: 4

Results for CS(=O)(=O)N(CC(=O)N/N=C/c1cccs1)c1cccc(Cl)c1Cl ?
SENP7 inh: -12; SENP6 inh: -13; HKDC1 inhibitor: 0; NLRP3 yeast inh: 5; Apaf1 inhib: 9; SENP8 block-1: -13; SENP1 inh: -3; SENP8 block-2: 20; PfG6PD inh: 65*

Results for O=C(NCC1CCCO1)c1cccc(NC(=O)c2cccs2)c1 (stereo unspecified) ?
SENP7 inh: -4; SENP6 inh: -21; HKDC1 inhibitor: -6; NLRP3 yeast inh: -6; Apaf1 inhib: -8; SENP8 block-1: 3; SENP1 inh: 0; SENP8 block-2: -44; PfG6PD inh: 2
